LYPLA2 inh – LYPLA2 (human) inhibition in PME1 counter-screen; AID 2177; O95372; recombinant LYPLA2, FP-Rh probe fluorescence polarization; 320,000 tested, 0.38% active; inhibition, % at 5.9 µM;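 active = inhibition above the screen-wide mean plus 3 SD, limit set per campaign, cut at about 26% in these data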;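 also: 0% = LYPLA2 with DMSO and 100% = wells lacking LYPLA2 enzyme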
LYPLA1 counter – counter-screen for PME1 inhibitors: inhibitors of human LYPLA1. O75608. recombinant LYPLA1, FP-Rh probe fluorescence polarization. inhibition, % at 5.9 µM. 320,000 tested, 0.16% active. AID 2174;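 active = inhibition above the mean of all tested compounds plus 3 SD, set per campaign, cut at about 14% in these data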;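 also: inhibitors block serine hydrolase probe labeling of LYPLA1 so polarization falls; 0% = enzyme with DMSO and 100% = wells lacking LYPLA1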
PAD4 inh – inhibitors of human PAD4 | Q9UM07 | 330,000 tested, 0.41% active | AID 485272 | recombinant PAD4, RCA probe fluorescence polarization | inhibition, % at 6.36 µM;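 active = percent inhibition above a cutoff equal to the mean of all tested compounds plus 3 SD, cut at about 15% in these data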;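 also: 0% = PAD4 with RCA probe and DMSO and 100% = probe without PAD4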
GSTO1 counter – GSTO1 inhibition, counter-screen for RBBP9 inhibitors | P78417 | recombinant GSTO1, activity-based probe fluorescence polarization | inhibition, % at 5.96 µM | 300,000 tested, 1.1% active | AID 1974;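 active = inhibition above the campaign mean inhibition plus 3 SD, cut at about 35% in these data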;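 also: 0% = GSTO1-1 with DMSO and 100% = wells lacking GSTO1-1 enzyme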
PAFAH2 FP inh – PAFAH2 (human) inhibition; recombinant PAFAH2, FP-rhodamine activity probe, fluorescence polarization; inhibition, % at 3.39 µM; 340,000 tested, 0.99% active; AID 492956;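 active = inhibition above the mean over all tested compounds plus 3 SD, cut at about 30% in these data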;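 also: inhibitors block probe labeling of enzyme so polarization drops; 0% = enzyme with DMSO and 100% = wells lacking PAFAH2 protein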
pPAFAH inh – inhibitors of human plasma PAF acetylhydrolase (pPAFAH); Q13093; recombinant pPAFAH, FP-rhodamine probe fluorescence polarization; inhibition, % at 3.39 µM; 330,000 tested, 1.5% active; AID 463082;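 active = inhibition above the mean inhibition across the screen plus 3 SD, cut at about 25% in these data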;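 also: inhibitors block binding of the rhodamine activity-based probe so polarization drops; 0% = enzyme with DMSO and 100% = wells lacking pPAFAH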
PAFAH1B3 FP inh – inhibitors of human PAFAH1B3; Q15102; inhibition, % at 3.39 µM; 340,000 tested, 0.28% active; AID 492972; recombinant PAFAH1B3, FP-rhodamine probe, fluorescence polarization;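 active = inhibition above the screen-wide average of all tested compounds plus 3 SD, cut at about 25% in these data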;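 also: 0% = enzyme with DMSO only and 100% = wells lacking PAFAH1B3 protein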
PREPL inhibitor – inhibitors of human prolyl oligopeptidase-like enzyme PREPL. recombinant PREPL, fluorescence polarization activity-based probe. 320,000 tested, 0.68% active. Q4J6C6. inhibition, % at 5.96 µM. AID 2751; in the data active = inhibition above about 43%;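 also: 0% = enzyme with DMSO and 100% = wells lacking enzyme; many of its hits are not listed in these tables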
Target sequence (Q4J6C6 whole entry, looked up): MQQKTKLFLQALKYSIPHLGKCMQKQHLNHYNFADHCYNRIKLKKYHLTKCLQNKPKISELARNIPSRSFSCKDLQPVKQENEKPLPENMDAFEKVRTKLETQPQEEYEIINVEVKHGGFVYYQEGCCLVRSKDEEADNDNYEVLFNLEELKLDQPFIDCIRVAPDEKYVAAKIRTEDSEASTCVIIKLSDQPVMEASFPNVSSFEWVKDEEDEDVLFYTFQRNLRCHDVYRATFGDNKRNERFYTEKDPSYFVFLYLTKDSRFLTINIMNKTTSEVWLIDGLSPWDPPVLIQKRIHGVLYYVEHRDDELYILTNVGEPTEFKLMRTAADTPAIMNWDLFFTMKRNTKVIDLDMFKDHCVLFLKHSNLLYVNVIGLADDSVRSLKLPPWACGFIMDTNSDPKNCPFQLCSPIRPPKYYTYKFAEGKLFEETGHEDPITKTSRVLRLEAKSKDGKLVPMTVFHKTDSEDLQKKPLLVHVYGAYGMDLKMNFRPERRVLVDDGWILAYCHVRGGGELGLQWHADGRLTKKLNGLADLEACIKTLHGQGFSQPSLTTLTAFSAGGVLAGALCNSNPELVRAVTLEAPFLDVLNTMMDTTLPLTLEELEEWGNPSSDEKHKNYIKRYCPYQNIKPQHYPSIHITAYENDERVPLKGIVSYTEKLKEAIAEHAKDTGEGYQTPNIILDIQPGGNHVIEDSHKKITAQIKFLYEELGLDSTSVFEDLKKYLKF
PAFAH1B2 FP inh – inhibitors of human PAFAH1B2; recombinant PAFAH1B2, FP-rhodamine activity probe, fluorescence polarization; 340,000 tested, 1.2% active; AID 492953; inhibition, % at 3.39 µM;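 active = inhibition above the mean of all tested compounds plus 3 SD, cut at about 24% in these data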;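 also: 0% = enzyme with DMSO and 100% = wells lacking PAFAH1B2; many of its hits are not listed in these tables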
Target sequence (P68402 whole entry, looked up): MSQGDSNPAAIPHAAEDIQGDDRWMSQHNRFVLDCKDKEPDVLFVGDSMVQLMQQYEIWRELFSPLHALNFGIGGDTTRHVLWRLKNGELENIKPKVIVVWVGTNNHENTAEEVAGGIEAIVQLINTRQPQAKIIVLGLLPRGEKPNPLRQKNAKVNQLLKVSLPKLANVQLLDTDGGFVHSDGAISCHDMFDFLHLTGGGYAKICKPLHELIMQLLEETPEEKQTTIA
Numbers without * were called inactive; x = no result given; & = joins results of further samples.

smiles	pPAFAH inh	PREPL inhibitor	LYPLA2 inh	GSTO1 counter	PAFAH1B3 FP inh	LYPLA1 counter	PAFAH2 FP inh	PAD4 inh	PAFAH1B2 FP inh
COc1cccc2cc(C(=O)N3C(C)CCCC3C)c(=O)oc12 (centres undefined)	2	-9	1	5	1	-4	8	-2	-1
O=C(CCc1c[nH]c2ccccc12)OCc1cccc(C(F)(F)F)c1	5	2	6	9	-2	-4	0	-4	5
CCCCCc1ccc(S(=O)(=O)NCCc2ccncc2)cc1	16	0	8	-5	7	-2	6	-3	7
O=C(Cc1ccccc1)Nc1ncccc1Cl	0	-2	5	0	x	0	x	-2	x
CN(C)c1ccc(-c2nnn(CC(=O)Nc3ccc4c(c3)OCCO4)n2)cc1	5	9	4	3	6	1	3	3	3
O=c1c2ccccc2cnn1Cc1n[nH]c(=S)n1-c1cc(Cl)cc(Cl)c1	-2	2	2	-1	-1	-5	-9	-3	1
Cc1ccc2nc(SCC(=O)Nc3cccc([N+](=O)[O-])c3)[nH]c2c1	9	10	-22	9	5	-8	5	-4	8
O=C(NCc1ccccc1Cl)C1CCN(S(=O)(=O)c2ccc(N3CCCC3=O)cc2)CC1	1	2	-10	2	3	-2	2	-2	5
N#Cc1ccccc1NC(=O)CSC1=Nc2ccccc2C2CC=NN12 (centres undefined)	-4	-4	-1	18	9	-3	8	3	7
CCCCOc1ccc(-c2ncc(N)cn2)cc1	8	-5	5	5	-3	3	1	-4	4

(further entries)
smiles	pPAFAH inh	PREPL inhibitor	LYPLA2 inh	GSTO1 counter	PAFAH1B3 FP inh	LYPLA1 counter	PAFAH2 FP inh	PAD4 inh	PAFAH1B2 FP inh
CC(C)(C)c1ccccc1NC(=O)NC1CCN(Cc2c(F)cccc2Cl)CC1	-6	-7	2	6	x	-3	x	-2	x
O=C(COc1ncnc2ccccc12)Nc1ccc(Cl)c([N+](=O)[O-])c1	1	-4	16	-1	2	-4	-4	4	3
NS(=O)(=O)c1ccc(CNC(=O)c2cc(-c3cccs3)nc3ccccc23)cc1	-6	-5	-9	-6	3	-6	-4	0	-7
CCOC(=O)CSc1n[nH]c(NC(=O)c2cccc(C(F)(F)F)c2)n1	1	1	4	-2	3	0	3	3	2
COc1ccc(C(=O)CCNc2cccc(Cl)c2)cc1	-2	14	9	-1	2	5	-4	-2	6
CC(c1n[nH]c(=S)n1-c1ccccc1)N1CCCCC1 (centres undefined)	-2	10	-4	3	x	-2	x	-8	x
COc1ccc(/C=C2\N=C(SC)N(C)C2=O)cc1	-3	12	-8	3	1	1	-1	-6	2
O=C1SC(SCc2ccccc2)=N/C1=C\c1ccco1	33*	22	-2	19	-5	-2	20	-4	7
COc1ccc(-c2c(-c3cc(OC)cc(OC)c3)n(C)c3ccc(-c4ccc5c(c4)OCCO5)cc23)cc1	-3	23	x	x	3	x	0	1	1
COc1ccc(C(=O)Nc2c(C)ccc3nsnc23)cc1[N+](=O)[O-]	0	1	2	11	4	-4	-1	-4	3

Following part
smiles	pPAFAH inh	PREPL inhibitor	LYPLA2 inh	GSTO1 counter	PAFAH1B3 FP inh	LYPLA1 counter	PAFAH2 FP inh	PAD4 inh	PAFAH1B2 FP inh
CCOC(=O)c1ccccc1NC(=O)COC(=O)C(CC(C)C)NC(N)=O (centres undefined)	-2	8	-4	9	6	0	-1	4	0
O=C1NCCCCC1NS(=O)(=O)c1cccc(C(F)(F)F)c1 (centres undefined)	0	-3	-4	5	4	-1	2	1	7
COC(=O)CN1C(=O)CSc2ncccc21	5	-6	13	4	1	2	-2	-2	3
NNCCc1ccccc1	5	7	2	3	5	4	11	-2	8
Cc1ccc(/C=N/NC(=O)c2c(-c3ccccc3)noc2C)c(O)c1	5	-6	5	-1	1	-1	7	2	6
N/C(=N\OC(=O)COc1ccc(Br)cc1Cl)c1ccncc1	-2	-8	7	9	4	-5	5	-3	4
COc1ccc(C2c3c(ncn(Cc4ccco4)c3=N)Oc3ccc4ccccc4c32)cc1 (centres undefined)	-11	26	-54	-18	1	-30	-2	-1	-5
Cc1ccc(NC(=O)C2CC(=O)Nc3ncnn32)cc1Cl (centres undefined)	1	2	5	-2	1	1	-4	-5	4
COc1ccc2c(c1)O[C@H]1c3ccc(O)cc3OC[C@@H]21	0	-10	2	-9	9	-1	8	1	6
CC(C)(C)c1ccc(C(=O)NCCCNC(=O)c2ccco2)cc1	2	1	3	6	-3	2	-2	3	10

Further entries:
smiles	pPAFAH inh	PREPL inhibitor	LYPLA2 inh	GSTO1 counter	PAFAH1B3 FP inh	LYPLA1 counter	PAFAH2 FP inh	PAD4 inh	PAFAH1B2 FP inh
CCNC(=S)N1CCCC(C(N)=O)C1 (centres undefined)	0	2	2	-2	6	-2	4	-3	10
CC(CNc1ccc([N+](=O)[O-])c2cccnc12)Nc1c([N+](=O)[O-])cc(C(F)(F)F)cc1[N+](=O)[O-] (centres undefined)	6	11	19	0	3	-1	6	-4	3
Cc1ccc(C(=O)N2CCOCC2)cc1Cl	3	8	5	2	1	5	5	4	0
CC(C)(C)C(CN1CCCC1)OC(=O)c1ccccc1 (centres undefined)	8	-19	1	5	1	-1	-6	0	0
COCC(=O)N1CCC(Oc2ccc(C(=O)NC(C)c3csc(C)n3)cc2)CC1 (centres undefined)	3	9	0	-1	7	-1	-5	0	-8
O=C(CSc1ccc(-c2ccc(-n3cccn3)cc2)nn1)Nc1ccc([N+](=O)[O-])cc1	2	1	2	7	2	-2	-8	-2	-3
Cc1c(Cl)cnc(NC(=O)CSc2nnc(C)n2Cc2ccccc2)c1Cl	0	5	-4	-1	8	-2	6	-6	3
Cc1ccccc1OCC(=O)Nc1ccc(S(=O)(=O)Nc2ccccn2)cc1	2	12	3	3	-4	2	5	6	-1
CCCC(C)C(=O)Nc1ccc(S(=O)(=O)N2CCCC2)cc1 (centres undefined)	3	-8	10	1	4	-1	-5	-6	5
COc1cccc(OCc2cc(C(=O)NCc3cnc4ccccn34)no2)c1	7	-10	4	3	8	2	5	-1	5

Next part
smiles	pPAFAH inh	PREPL inhibitor	LYPLA2 inh	GSTO1 counter	PAFAH1B3 FP inh	LYPLA1 counter	PAFAH2 FP inh	PAD4 inh	PAFAH1B2 FP inh
CN(C)CCNc1ncnc2sc(-c3ccccc3)cc12	2	-91	2	-6	2	1	-4	0	5
Cc1ccccc1CSCc1nc(N)nc(Nc2ccccc2C)n1	9	2	-4	-9	9	-3	1	-2	2
COCCN(CCOC)S(=O)(=O)c1ccc(C(=O)Nc2c(C)n(C)n(-c3ccccc3)c2=O)cc1	0	13	3	7	5	1	-10	3	1
O=C(NC(N1CCOCC1)C(Cl)(Cl)Cl)c1ccc(F)cc1 (centres undefined)	-2	-1	1	-2	2	2	0	0	6
N#Cc1ccccc1NC(=O)COc1ccc2c(c1)OCO2	-1	10	2	2	8	1	-3	-6	6
CC(=O)N1c2ccc(S(=O)(=O)NCCC(=O)Nc3ccc(C)c(Cl)c3)cc2CC1C (centres undefined)	6	2	4	7	5	-10	-2	-2	4
COC(C(=O)Nc1ccccc1C(=O)N1CCOCC1)c1ccccc1 (centres undefined)	9	8	4	6	0	5	-1	0	-2
Cc1ccc(CNC(=O)C2CC3Cn4c(nc5ccccc54)C3N2C)o1 (centres undefined)	-3	4	0	2	4	0	2	-2	5
Nc1ccc(C(=O)Nc2ccc3nc(-c4cccnc4)[nH]c3c2)cc1	5	11	-4	-4	14	3	12	0	2
O=C(COC(=O)c1nc(Cl)ccc1Cl)NCc1cccs1	16	5	3	4	-4	-2	1	-2	0

Next compounds.
smiles	pPAFAH inh	PREPL inhibitor	LYPLA2 inh	GSTO1 counter	PAFAH1B3 FP inh	LYPLA1 counter	PAFAH2 FP inh	PAD4 inh	PAFAH1B2 FP inh
Cc1ccc(S(=O)(=O)Nc2nc(C)c(C(=O)NNS(=O)(=O)c3ccccc3)s2)cc1	7	8	1	3	9	-2	12	-3	29*
COc1cc(-c2[nH]ncc2CN2CCCC2c2nonc2C)cc(OC)c1OC (centres undefined)	0	1	4	0	8	1	6	-4	4
Cc1ccc(-c2c(C(=O)N3CCOCC3)oc(=O)c3ccccc23)cc1	-6	2	1	3	5	2	4	-1	7
OCCN1CCN(C(=S)Nc2cccc(C(F)(F)F)c2)CC1	4	-3	3	-2	2&-2	1	6&0	0	3&-2
Cc1nc2ccc(C(=O)N3CCN(c4ccccc4)CC3)cc2s1	3	3	5	1	-1	-4	4	-1	2
CNS(=O)(=O)c1cccc(C(=O)OCC(=O)N2CCCC2)c1	0	11	0	13	14	3	6	7	-2
O=C1c2ccccc2NC(c2ccc(-c3ccc(F)cc3)o2)N1O (centres undefined)	6	3	4	x	9	-2	-4	1	5
CC(C)(C)n1nc2c(c1NC(=O)c1cc3ccccc3o1)CS(=O)(=O)C2	4	10	10	11	1	2	-5	1	3
O=C1/C(=C/Nc2ccc3c(c2)OCO3)CCc2ccccc21	17	23	15	14	8	2	16	0	7
ClCCN1C2=NCCCN2c2ccccc21	7	14	4	6	9	-1	4	-2	1

No new results follow: 10 of the compounds above.
smiles	pPAFAH inh	PREPL inhibitor	LYPLA2 inh	GSTO1 counter	PAFAH1B3 FP inh	LYPLA1 counter	PAFAH2 FP inh	PAD4 inh	PAFAH1B2 FP inh
O=C(COC(=O)c1nc(Cl)ccc1Cl)NCc1cccs1	16	5	3	4	-4	-2	1	-2	0
Cc1ccc(S(=O)(=O)Nc2nc(C)c(C(=O)NNS(=O)(=O)c3ccccc3)s2)cc1	7	8	1	3	9	-2	12	-3	29*
COc1cc(-c2[nH]ncc2CN2CCCC2c2nonc2C)cc(OC)c1OC (centres undefined)	0	1	4	0	8	1	6	-4	4
Cc1ccc(-c2c(C(=O)N3CCOCC3)oc(=O)c3ccccc23)cc1	-6	2	1	3	5	2	4	-1	7
OCCN1CCN(C(=S)Nc2cccc(C(F)(F)F)c2)CC1	4	-3	3	-2	2&-2	1	6&0	0	3&-2
Cc1nc2ccc(C(=O)N3CCN(c4ccccc4)CC3)cc2s1	3	3	5	1	-1	-4	4	-1	2
CNS(=O)(=O)c1cccc(C(=O)OCC(=O)N2CCCC2)c1	0	11	0	13	14	3	6	7	-2
O=C1c2ccccc2NC(c2ccc(-c3ccc(F)cc3)o2)N1O (centres undefined)	6	3	4	x	9	-2	-4	1	5
CC(C)(C)n1nc2c(c1NC(=O)c1cc3ccccc3o1)CS(=O)(=O)C2	4	10	10	11	1	2	-5	1	3
O=C1/C(=C/Nc2ccc3c(c2)OCO3)CCc2ccccc21	17	23	15	14	8	2	16	0	7

Further results follow.
smiles	pPAFAH inh	PREPL inhibitor	LYPLA2 inh	GSTO1 counter	PAFAH1B3 FP inh	LYPLA1 counter	PAFAH2 FP inh	PAD4 inh	PAFAH1B2 FP inh
Cc1cc(NC(=O)CSCC(=O)N(c2cccc(Cl)c2)C(C(=O)NC2CCCCC2)c2ccc(O)c(O)c2)no1 (centres undefined)	0	10	0	6	2	-2	-10	5	3
Cc1c(-c2nc(-c3ccc(C(F)(F)F)cc3)no2)n(C)oc1=O	11	-4	6	-5	x	2	x	0	x
O=C(NCc1ccccc1)C12CC3CC(CC(Cl)(C3)C1)C2	4	-1	3	6	x	-3	x	-3	x
CCOc1cc(/C=N/NC(=O)CNc2cccc(C)c2)ccc1OC(=O)c1ccccc1	9	17	0	-6	12	-13	-19	1	3
CCOC(=O)C1(Cc2ccc(OC)cc2)CCN(C(=O)C2CC(=O)N(C3CC3)C2)CC1 (centres undefined)	-1	0	1	4	-2	-2	4	-3	2

The list is partial, so the mix of outcomes need not match the whole.
